Screening results: PubChem, Small Molecule Screening Facility, UW Madison
PriA SSB inh = inhibitors of Klebsiella pneumoniae PriA binding to SSB C-terminal tail | AlphaScreen SSBct-PriA binding, biotinylated peptide | inhibition, % at 33 µM | actives 0.6% (n = 430,000) | AID 1272365; in the data active = inhibition mostly above about 37%, no sharp cut-off; inactive = mostly below about 20%;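 note: plate controls were negative control peptide for no effect and reference peptide for full effect; strong numbers were not always called active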
Active calls of the source: *; i = inactive; & = joins results of further samples.

molecule | PriA SSB inh
CN(CC1Cc2ccccc2CO1)C(=O)c1cccn(C)c1=O (stereo unspecified) | -4.0
CN(CC(=O)NCc1cnn2c1CCCC2)S(C)(=O)=O | -3.0
COc1ccc(-c2cnc(C(=O)Nc3cc(C)on3)o2)cc1 | -8.0
Cn1ccc(C(=O)Nc2nc(-c3cccs3)cs2)n1 | 4.0
CSc1cccc2sc(N3CCN(C(=O)c4ccccc4)CC3)nc12 | -1.0
C=CCN1C(=O)C(C)(C)COc2cc(NS(=O)(=O)c3ccc(C)cc3C)ccc21 | -8.0
COc1ccccc1C=NNC(=O)c1cc2c(OC)c(OC)ccc2[nH]1 | -8.2
O=C(Cc1ccccc1)N(Cc1ccco1)C1CCOCC1 | -2.0
COc1cc(C(=O)Nc2nccs2)ncn1 | -8.0
CC(=O)Nc1ccc(S(=O)(=O)Oc2cccc(C=NN=C3NC(=O)C(CC(=O)O)S3)c2)cc1 (stereo unspecified) | -4.0
Cc1ccc(NC(=O)C(=O)NCC[C@H](O)C2CC2)cc1Cl | -13.0
CC(=O)c1ccc(NC(=O)C2CCCN(S(C)(=O)=O)C2)cc1 (stereo unspecified) | -23.0
CCC(=O)Nc1ccccc1C(=O)NCCCn1ccnc1 | 35.1
O=C(CSc1nc2c(c(=O)n1-c1ccc(OC(F)(F)F)cc1)SCC2)Nc1ccccc1F | -3.0
COc1ccc([C@H](CNC(=O)Cc2ccc(F)cc2)N2CCN(C)CC2)cc1 | -18.0
O=S(=O)(Cc1ccc(C(F)(F)F)cc1)NC1CCN(c2nccs2)C1 (stereo unspecified) | -7.0
COc1ccc(NC(=O)C(=O)NCCc2csc(-c3ccc(Cl)cc3)n2)cc1OC | -22.0
O=C(NCCCN1CCCC1=O)C(=O)NCc1ccc(Cl)cc1 | -3.0&6.0
CCN1C(=O)c2cccc3c(S(=O)(=O)Nc4ccccc4F)ccc1c23 | -46.0
Cc1ccc(NC(=O)CSc2nncn2C)c(C)c1 | -15.0
Cc1ccc2nc(-c3ccc(NC(=O)C4CCC(C(=O)O)C4)cc3)sc2c1 (stereo unspecified) | -10.0
O=C(NCc1ccc(Cl)cc1)c1c(O)c2ccccc2n(-c2ccccc2)c1=O | -9.0
O=C(Cn1cc(-c2nnc(-c3ccccc3)o2)c2ccccc21)NCc1ccccc1 | -11.0
COCCNC(=S)NN=C(C)c1ccc(C)c([N+](=O)[O-])c1 | 6.2
COC(CNS(=O)(=O)c1cc2c3c(c1)CCN3C(=O)CC2)c1ccc(C)s1 (stereo unspecified) | -10.0
Cc1ccc(C)c(Cn2cc(S(=O)(=O)N3CCCC3)ccc2=O)c1 | -6.0
c1csc(-c2csc3ncnc(NC4CCCC4)c23)c1 | -1.0
COC(=O)C1(N)CCCC1 | -7.0
O=C(O)c1cc(NN=Cc2c(O)ccc3ccccc23)ccc1Cl | 9.9
Cn1ccnc1N1CCN(C(=O)c2cc(=O)c3ccccc3o2)CC1 | 1.0
COc1ccccc1/C=C/C=Nn1c(-c2cc(-c3ccccc3)n[nH]2)n[nH]c1=S | -6.1
O=C(NN=Cc1ccccc1)c1ccc(OCc2ccccc2)cc1 | -4.2
Cc1noc(C)c1CC(=O)N1CCc2ncncc2C1 | -3.0
O=S(=O)(NCCOc1ccc2nnc(-c3cccc(F)c3)n2n1)c1cccnc1 | -12.0
O=C(O)c1nn(-c2nc3ccccc3[nH]2)c(=O)c2ccccc12 | -18.0
COc1cc(C(=O)Nc2cccc(-c3ccn[nH]3)c2)ncn1 | -19.0
COC(=O)c1ccc(NC(=O)CSc2nnc3ccc(C(=O)Nc4cccc(F)c4)cn23)cc1 | -8.0
CC(C)(C)c1csc(CN2CCN(S(C)(=O)=O)CC2)n1 | -5.0
COc1ccc(CC(=O)N(CCN2CCOCC2)c2nc3ccc(SC)cc3s2)cc1OC | 29.0*
CCN1C(=O)C2(C(=C(O)c3ccc4c(c3)OCCO4)C(=O)C(=O)N2CCCOC)c2ccccc21 (stereo unspecified) | -10.5
CCCCN1C(=O)CCc2cc(NC(=O)CCc3ccc(OC)cc3)ccc21 | 9.0
CCOc1ccc(C(=O)Nc2nc3ccc(NC(C)=O)cc3s2)cc1 | 0.0
CS(=O)(=O)C1CCN(S(=O)(=O)c2ccc(OC(F)(F)F)cc2)CC1 | -15.0
O=C1CCCN1Cc1cn(C2CN(C(=O)CCn3cnc4ccccc4c3=O)C2)nn1 | -1.0
O=C(NCC[C@H](O)c1cccs1)c1cc(=O)c2ccccc2o1 | -11.0
O=C(c1csc2nc(-c3ccc(F)cc3)cn12)N1CCN(c2ccccc2Cl)CC1 | -30.0&7.0
CN(C)c1ccc(CCCNC(=O)c2c(F)cccc2Cl)cc1 | 3.0
O=C(NN=Cc1ccc2c(c1)OCO2)c1ccc(Cl)cc1Cl | 3.1
CC(=O)N[C@@H](C(=O)O)c1cccs1 | -2.0
Cc1cc(C(=O)N2CCOCC2)nn1CC(=O)Nc1nccs1 | -29.0
CCCCC(=O)NNC(=O)c1ccc(=O)n(Cc2ccc(Cl)cc2)c1 | -8.0
O=C(NCC1CCCO1)c1ccc(-n2nc(C(F)(F)F)cc2-c2cccs2)cc1 (stereo unspecified) | -20.0
COc1ccccc1-c1cc2c(SCC(=O)Nc3ccccc3F)nccn2n1 | -8.0
COc1ccc(CC(=O)Nc2cc(-c3ccco3)nn2-c2nc(C)c(C)c(=O)[nH]2)cc1OC | -11.0
CN1CCc2cc(C(CNC(=O)C(=O)NCc3ccc4c(c3)OCO4)N3CCCCC3)ccc21 (stereo unspecified) | 10.0
C=CCn1c(SCC(=O)N2CCc3cc(OC)c(OC)cc3C2)nc2sc(C)c(C)c2c1=O | -4.0&-2.0
O=C(CSC1CCCC1)NCc1ccccc1-c1ccsc1 | -5.0
Nn1c(SCC(=O)Nc2ccc([N+](=O)[O-])cc2)nnc1C1CCCCC1 | 10.0
CN1CCC[C@H](C(=O)NCC#CCOc2ccccc2C(N)=O)C1 | -19.0
CC(=O)c1c(C)[nH]c2ccc(O)cc12 | -3.0

(listing goes on)
molecule | PriA SSB inh
CC1(C)C(=O)NCCN1C(=O)c1ccc(Cl)s1 | -13.0&-5.0
Cn1c(=O)[nH]c(=O)c2[nH]c(CN3CCN(c4ccc(F)cc4)CC3)nc21 | -12.0
COc1cc(CCN2C(=O)c3cccc4cccc(c34)C2=O)c(S(=O)(=O)NCc2ccco2)cc1OC | -16.0&-1.0
Cc1ccc(NC(=O)Cn2c(=O)nc(N3CCC(C)CC3)c3ccccc32)cc1Cl | -6.0
COC(=O)c1ccc(NC(=O)Cc2csc(Nc3ccc(F)cc3)n2)cc1 | -3.0
CS(=O)(=O)N1CCC(C(=O)Nc2nc3c(s2)CCC3)CC1 | -2.0
Cc1cc(NC(=O)CSc2ncc(-c3ccc(F)cc3)o2)ccc1F | -13.0
Cc1cc(C(=O)N(CCN(C)C)c2nc3c(Cl)cccc3s2)n(C)n1 | 1.0
CNC(=O)c1ccsc1NC(=O)C1CCN(S(=O)(=O)c2ccc(OC)cc2)CC1 | -4.0
NC(=N/N=C/c1ccc(Br)o1)c1nonc1N | i
Cn1ccnc1S(=O)(=O)C1CCN(C(=O)c2ccc(OC(F)(F)F)cc2)CC1 | -24.0
COc1cc(C=NNC(=O)CCC(=O)Nc2ccc(F)cc2)ccc1O | -5.9
CSC(=S)NN=C(C)c1ccccc1 | -0.5
Cc1ccc(-n2ncc3c(N(C)C4CCCCC4)ccnc32)c(C)c1 | -9.0
CCOc1ccc(NC(=O)CSc2nnc(C)c3cnn(-c4ccc(F)cc4)c23)cc1 | -6.0
CC(C)(C)c1ccc(C(=O)NCC(=O)NN=Cc2cccnc2)cc1 | -12.2
Cn1c(CSc2nc(N)cc(N)n2)nnc1SCC(=O)NC1CCCCC1 | -12.0
COc1cc(NC(=O)COC(=O)CON=C(C)c2ccc3c(c2)OCO3)cc(OC)c1OC | 8.9
COc1cccc(N2CC(C(=O)Nc3ccc4c(c3)N(C(=O)c3cccs3)CC4)CC2=O)c1 (stereo unspecified) | -17.0
C=C(C)C1CC=C(C)C(=NNC(=O)c2ccc(NC(=O)CC)cc2)C1 (stereo unspecified) | -7.9
CCOc1cc(C=NNc2cccc(C(=O)O)c2)ccc1OCC(=O)N1CCCCC1 | -7.5
O=C(Cn1cccn1)N1CCC(Oc2cccnn2)CC1 | -5.0
CCOc1ccccc1NC(=O)c1cc(=O)c(OC)co1 | -10.0
O=C(COc1ccc(-c2ccccc2)cc1)NN=Cc1cccnc1 | 2.3
COc1cc(NC(=O)c2cnccn2)ccc1N1CCCCC1=O | 0.0
O=C(NC[C@H]1CCCO1)c1cn(Cc2ccccc2)nc1OCc1ccccc1 | -13.0
CCN(CC)C(C)=NC(=O)Nc1ccccc1 | 1.0
C(=NNc1nc2ccccc2s1)c1cccs1 | 19.7
CCn1ccc(C(=O)N2CCN(c3ccccc3)CC2)n1 | -4.0
CCN(CC)S(=O)(=O)c1ccc(C(=O)NCCC(O)c2cccc3ccccc23)cc1 (stereo unspecified) | 4.0
N#C/C(=C\Nc1ccc(S(=O)(=O)NC(N)=O)cc1)c1nc(-c2ccc(Cl)cc2)cs1 | 0.0
O=C(CSc1ncnc2c1nnn2-c1cccc(Cl)c1)NCC1CCCO1 (stereo unspecified) | 2.0
CC(=O)c1sc(NC(=O)Cc2ccc(F)cc2)nc1C | 4.0
O=C(Nc1cc(-c2ccco2)nn1-c1nc2c(c(=O)[nH]1)CCCC2)c1cc2ccccc2o1 | -1.0
O=C(Nc1ccc(SCCCC(=O)N2CCN(Cc3ccccc3)CC2)nn1)C1CC1 | -24.0&-17.0
COC(=O)c1ccc2c(=O)n(CCC(=O)N3CCN(c4ccccn4)CC3)c(=S)[nH]c2c1 | -15.0
CC1CCN(C(=O)CSc2nc(-c3ccccc3F)nc3c2c(=O)n(C)c(=O)n3C)CC1 | -26.0
CN(CC(=O)N1CCN(c2ccccc2)CC1)S(=O)(=O)c1cccc2cnccc12 | 2.0
Nc1ccc2c(c1)C(=O)N1CCCC[C@H]1CCO2 | -3.0
Cn1cc(-c2ccco2)nc1CCNC(=O)c1ccc2c(c1)OCO2 | -6.0
COc1cccc(CNC(=O)c2cc(-c3cc[nH]c3)n[nH]2)c1OC | -11.0
Cc1ccc2cc(CCNC(=S)NCCn3ccc4ccccc43)c(=O)[nH]c2c1 | 46.0*
O=C(CNC(=O)OCc1ccccc1)Nc1ccccc1Cc1nc(-c2cccs2)no1 | 8.0
O=C(Nc1nc(-c2ccccc2)c(-c2ccccc2)s1)c1cccc(C(=O)Nc2nc(-c3ccccc3)c(-c3ccccc3)s2)n1 | -5.0&-3.0
O=C(NCC1CCCN1c1ccccc1)C1CC=CCC1 (stereo unspecified) | 3.0
O=C(CNc1ccccc1)NN=Cc1ccc([N+](=O)[O-])o1 | 3.4
COc1ccc(OC)c(N2C(=NC(C)=O)SC3CS(=O)(=O)CC32)c1 (stereo unspecified) | 9.0
O=C(NCCNc1ccc(Nc2ccncc2)nn1)c1ccc2c(c1)OCO2 | -2.0
COc1ccccc1NC(=O)Cn1cc(OC)c(=O)cc1CSc1nnc(C)s1 | -2.0
COC(=O)c1sccc1S(=O)(=O)NCc1nn(C)c2c1CCCC2 | 5.0
C=CCn1c(SCC(=O)Nc2ccccc2OC)nc2scc(-c3ccc(C)o3)c2c1=O | -14.0
Cc1ccc(CNC(=O)Cn2c(C)cc3nc4sc(C)nn4c(=O)c32)cc1 | -8.0
O=C(N/N=C\c1c(O)ccc2ccccc12)NC12CC3CC(CC(C3)C1)C2 | 4.0
Cc1nc2ncccc2c(=O)n1-c1ccc(NC(=O)c2ccccc2C(F)(F)F)cc1 | -11.0
Cc1nnsc1C(=O)N1CCC(Oc2ccc(C(F)(F)F)cn2)CC1 | -1.0
O=C(NCC(O)c1ccc(C(F)(F)F)cc1)C1(c2ccc(Cl)cc2)CCCC1 (stereo unspecified) | -12.0
O=C(NCc1cccs1)N1CCC(S(=O)(=O)c2ccccc2)C1 (stereo unspecified) | -13.0
CCCn1c(=O)c2sccc2n2c(CCCC(=O)NCCc3ccc(S(N)(=O)=O)cc3)nnc12 | -11.0
O=C(Cn1cnc2ccccc21)N1CCC(Oc2cccc3cccnc23)CC1 | -4.0
Cc1ccc(N2C(=O)N(Cc3cccc(Cl)c3)c3ccccc3S2(=O)=O)cc1Cl | 2.0

Next entries.
molecule | PriA SSB inh
CCc1nnc(SCC(=O)Nc2ccc(OC)c(Cl)c2)n1-n1cccc1 | -10.0
Cc1ccc(C=NNC(=O)c2nnn(-c3nonc3N)c2CN(C)C)o1 | -9.5
Cc1cc(-c2nnc(NC(=O)C3(c4ccc(Cl)cc4)CCCC3)o2)n(C)n1 | 2.0
Cc1cc(C)n(CC(=O)Nc2ccc(Cl)cc2C(F)(F)F)c(=O)c1C#N | -7.0
COc1ccc(NC(=O)COC(=O)CON=C(C)c2ccc3c(c2)OCO3)cc1S(N)(=O)=O | -6.7
CSc1ccc2nc(N3CCN(C(=O)C4CCCN4S(C)(=O)=O)CC3)sc2c1 (stereo unspecified) | 2.0
CS(=O)(=O)c1ccc2nc(N(CCN3CCOCC3)C(=O)c3ccco3)sc2c1 | -11.0
Cc1cc(C)c(NC(=O)C(=O)NCCN2CCN(c3ccccc3)CC2)c(C)c1 | -12.0
CC(C)Oc1ccc(C(=O)N2CCCC(Cc3nc(C4CC4)no3)C2)cn1 (stereo unspecified) | -5.0

4 records drawn at random from the list so far, as already listed:
molecule | PriA SSB inh
O=C(CNC(=O)OCc1ccccc1)Nc1ccccc1Cc1nc(-c2cccs2)no1 | 8.0
C=CCn1c(SCC(=O)Nc2ccccc2OC)nc2scc(-c3ccc(C)o3)c2c1=O | -14.0
CC1(C)C(=O)NCCN1C(=O)c1ccc(Cl)s1 | -13.0&-5.0
CN(CC(=O)N1CCN(c2ccccc2)CC1)S(=O)(=O)c1cccc2cnccc12 | 2.0

The list is partial, so the mix of outcomes need not match the whole.
